High-throughput results deposited in PubChem BioAssay by The Scripps Research Institute Molecular Screening Center.
TbREL1 inh: TbREL1 inhibition, primary screen; AID 1117264; 89,000 tested, 0.49% active; inhibition, % at 9.66 µM; TbREL1 RNA ligation, FRET fluorescence;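 active = inhibition above the mean inhibition across all screened compounds plus 3 SD, cut at about 11% in these data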;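 also: 0% = plate median of test wells and 100% = NSC42067 control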
Target sequence (P86926 whole entry, looked up): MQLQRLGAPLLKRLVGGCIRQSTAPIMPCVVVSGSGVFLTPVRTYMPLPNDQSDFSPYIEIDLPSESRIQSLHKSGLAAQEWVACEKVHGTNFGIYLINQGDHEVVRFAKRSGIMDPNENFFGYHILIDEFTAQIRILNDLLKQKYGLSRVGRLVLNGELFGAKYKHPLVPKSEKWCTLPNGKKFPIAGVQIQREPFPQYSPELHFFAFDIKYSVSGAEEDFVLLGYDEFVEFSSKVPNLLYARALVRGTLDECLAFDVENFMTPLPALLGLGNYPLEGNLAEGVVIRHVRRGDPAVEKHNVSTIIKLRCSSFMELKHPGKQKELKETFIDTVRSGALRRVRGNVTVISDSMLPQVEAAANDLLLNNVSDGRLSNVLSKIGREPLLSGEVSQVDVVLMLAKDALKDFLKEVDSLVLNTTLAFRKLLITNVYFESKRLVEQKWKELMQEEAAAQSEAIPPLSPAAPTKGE
The depositor's hits bear a star. A portion of the library (hit frequency here may not be typical).

SMILES	TbREL1 inh
CCc1sc(N2C(=O)C3C4CCC(C4=C(C)C)C3C2=O)nc1-c1ccccc1 (stereo not drawn)	6
O=C(/C=C/[C@H]1O[C@@H](n2ccc(=O)[nH]c2=O)[C@H](O)[C@@H]1O)NCCc1cccs1	5
CCc1nnc(NC(=O)c2cc(S(=O)(=O)N3CCOCC3)ccc2N2CCCCC2)s1	-7
CC1CCN(C(=O)c2[nH]cnc2C(=O)N2CCN(C(=O)OC(C)(C)C)CC2)CC1	-1
CC(Oc1ccc(Cl)cc1Cl)C(=O)NC1CCSC1=O (stereo not drawn)	5
Cc1cc(NC(=O)CSCC(=O)N2CCN(c3ccccc3)CC2)no1	-3
Cc1c(NS(=O)(=O)c2cccc(C(=O)NCc3ccncc3)c2)c(=O)n(-c2ccccc2)n1C	-2
NC(=O)c1ccc(NC(=O)CSc2nnc(C3CC3)n2C2CC2)cc1	3
O=C(C[C@H]1C/C=C\CC[C@H](Cc2ccc(F)cc2)C(=O)OC[C@H]2CCCN2C1=O)N[C@@H](CO)Cc1ccccc1	-3
CC(C)C(OC(=O)C1=Cc2ccccc2OC1)C(=O)NC1CCCC1 (stereo not drawn)	0
Cc1ccc(C)c(S(=O)(=O)N2CCCC2CNC(=O)C(=O)NC2CCCCCC2)c1 (stereo not drawn)	0
C[C@H]1CN(S(=O)(=O)C(C)(C)C)[C@@H](CCO)/C1=C\c1ccccc1	5
O=C1N[C@H](Cc2ccccc2)COC(=O)[C@H](Cc2ccc(F)cc2)CC/C=C/C[C@H]1CC(=O)N(CCO)Cc1ccccc1	4
Cc1cc(C)n(C(=O)CCNC(=O)c2ccccc2Cl)n1	3
COC(=O)C1=C(C)N(Cc2ccccc2C(F)(F)F)C(=NCc2ccc(C(F)(F)F)cc2)NC1c1ccccc1 (stereo not drawn)	16*
O=S1(=O)N[C@H](Cc2ccccc2)COc2cccc(N3CCN(Cc4ccccc4F)CC3)c21	-2
CCOC(=O)N1CCN(C(=O)C(C)(C)Oc2ccc(Cl)cc2)CC1	-2
CC(C)Oc1nc(-c2ccccc2Cl)nc2ccccc12	2
Cc1cc(NCCCN2CCOCC2)n2ncc(-c3ccccc3)c2n1	-3
C[C@@H](NC(=O)c1nc[nH]c1C(=O)NCCCCCNC(=O)OC(C)(C)C)c1ccccc1	-2

Of the compounds above, ten contain sulfur.
SMILES	TbREL1 inh
CCc1sc(N2C(=O)C3C4CCC(C4=C(C)C)C3C2=O)nc1-c1ccccc1 (stereo not drawn)	6
O=C(/C=C/[C@H]1O[C@@H](n2ccc(=O)[nH]c2=O)[C@H](O)[C@@H]1O)NCCc1cccs1	5
CCc1nnc(NC(=O)c2cc(S(=O)(=O)N3CCOCC3)ccc2N2CCCCC2)s1	-7
CC(Oc1ccc(Cl)cc1Cl)C(=O)NC1CCSC1=O (stereo not drawn)	5
Cc1cc(NC(=O)CSCC(=O)N2CCN(c3ccccc3)CC2)no1	-3
Cc1c(NS(=O)(=O)c2cccc(C(=O)NCc3ccncc3)c2)c(=O)n(-c2ccccc2)n1C	-2
NC(=O)c1ccc(NC(=O)CSc2nnc(C3CC3)n2C2CC2)cc1	3
Cc1ccc(C)c(S(=O)(=O)N2CCCC2CNC(=O)C(=O)NC2CCCCCC2)c1 (stereo not drawn)	0
C[C@H]1CN(S(=O)(=O)C(C)(C)C)[C@@H](CCO)/C1=C\c1ccccc1	5
O=S1(=O)N[C@H](Cc2ccccc2)COc2cccc(N3CCN(Cc4ccccc4F)CC3)c21	-2

Later entries.
SMILES	TbREL1 inh
CCCN(C)C[C@@H]1OCCCC[C@@H](C)Oc2ccc(NS(=O)(=O)c3ccc(OC)cc3)cc2C(=O)N([C@H](C)CO)C[C@@H]1C	0
Cc1cc(NC(=O)C2CC(=O)N(c3ccc(F)cc3)C2)no1 (stereo not drawn)	3
C[C@@H]1CCN(C2CC2)S(=O)(=O)c2c(cccc2N2CCC[C@@H]2CO)O1	-4
Cc1ccc(CNC(=O)COC(=O)c2cncc(Br)c2)cc1	0
CCOc1ccc(/C=C/C(=O)N(CC)CC(=O)Nc2ccc3c(c2)OCCO3)cc1OC	0
C/C=C(/C)C(=O)Nc1cccc(C2=NOC3(C2)C[C@@H](C(N)=O)N(C(=O)CCCCC)C3)c1 (stereo partly drawn)	-2
COc1ccc(C(=O)C2CN(c3ccccc3)CC2c2ccc(Cl)cc2)cc1 (stereo not drawn)	5
COc1ccccc1N(CC(=O)NC1CCCC1)C(=O)CCC(=O)Nc1cc(C)on1	1
COc1ccc(NC(=O)c2cc(-c3cc(C)ccc3O)n[nH]2)cc1Cl	0
COc1cc(C(=S)N2CCOCC2)ccc1O	-2

Look-ups from the list:
For TbREL1 inh, Cc1cc(NC(=O)C2CC(=O)N(c3ccc(F)cc3)C2)no1 (stereo not drawn) is listed with 3
For TbREL1 inh, C[C@@H]1CCN(C2CC2)S(=O)(=O)c2c(cccc2N2CCC[C@@H]2CO)O1 is listed with -4

(cont.)
SMILES	TbREL1 inh
Cc1c(C(=O)O)oc2c(F)cccc12	0
COc1ccc(CN2C=C3C(=O)C(C)(OC(=O)C4CCCC4)C(=O)C=C3C=C2c2ccsc2)cc1 (stereo not drawn)	-3
CCCS(=O)(=O)N1CCN(Cc2ccc(OCc3ccccc3)c(OC)c2)CC1	4
Nc1nc2c3ccccc3nc(C3CC3)n2n1	-2
O=C(COc1ccc(/C=N/NC(=O)c2ccncc2)cc1)Nc1ccccc1	-1
Cc1ccc(CC(=O)Nc2nc3ccccc3s2)cc1	5
O=C1c2cc(Br)ccc2OC2C=CC=CC12 (stereo not drawn)	4
O=C(CCC(=O)c1cccs1)OCC(=O)c1ccccc1	2
Cc1ccc(C)c(S(=O)(=O)NC(CC(C)C)C(=O)O)c1 (stereo not drawn)	0
COC(=O)[C@@]1(C(C)C)N=C(c2cc(OC)c(OC)c(OC)c2)[C@]2(O1)C(=O)N(C)c1ccccc12	-4
Cn1ccnc1SCC(=O)N(C1CCCCC1)C1CCCCC1	-4
Cc1ccc(-c2onc3ccc(C(=O)O)cc23)cc1	6
O=C(CNC(=O)c1ccccc1F)NCCc1ccc(Cl)cc1	0
O=C(/C=C/Nc1ccccc1F)c1cccs1	-1
O=C(N[C@@H](Cc1cccnc1)C(=O)N1CCC[C@H]1C(=O)NCCc1ccccc1Cl)c1ccco1	-1
O=C(Cn1cnc2sc(-c3ccccc3)cc2c1=O)NCc1ccco1	-3
CC(=O)Nc1ccc(NC(=O)C2(C)Cc3c(-c4ccc(NC(C)=O)cc4)ccnc3O2)cc1 (stereo not drawn)	-1
CC1=C(C(=O)N2CCOCC2)CC(CC(=O)NC2CC2)C(=O)N1CCC1=CCCCC1 (stereo not drawn)	0
COC(=O)c1ccc(Cn2ccc3ccc(-c4ccc5ccn(Cc6ccc(OC)cc6)c5c4)cc32)cc1	-6
COc1ccccc1C(=O)Nc1nnc(S(=O)(=O)N2CCCCCC2)s1	0
COc1ccc(-c2nnn(CC(=O)N(CC(=O)NCCC(C)C)Cc3cccs3)n2)cc1OC	-2
C=CC[C@@H](CC(=O)NCCO)C(=O)NC[C@@H](OC(=O)[C@H](CC=C)CC(=O)OC(C)(C)C)c1ccccc1	3
COc1ccc(N2CCN(C(=O)c3cccc(F)c3)CC2)c([N+](=O)[O-])c1	0
CC1(Br)C2CCCC1C2S(=O)(=O)c1ccccc1 (stereo not drawn)	0
Cc1occc1C(=O)NNC(=O)NC12CC3CC(CC(C3)C1)C2	2
O=C(C1CCCN(Cc2nc(-c3cccs3)no2)C1)N1CCOCC1 (stereo not drawn)	0
CC(=O)c1ccc(N2CCN(C(=O)C3CCCN(S(=O)(=O)c4c(C)[nH]c(=O)[nH]c4=O)C3)CC2)cc1 (stereo not drawn)	-1
Nc1nc(NCCCN2CCOCC2)nc(Nc2ccccc2)c1[N+](=O)[O-]	1
O=C(CC1Oc2ccccc2NC1=O)NCc1ccc(Cl)cc1 (stereo not drawn)	0
Cc1cc(=O)c(C(=O)O)nn1-c1ccc(Cl)cc1	0
CC(C)(C)c1ccc(-c2noc(CCC(=O)NC3CC3)n2)cc1	-3
CSCC[C@H](NC(=O)CCCn1nnc2ccccc2c1=O)C(=O)O	1
O=C(O)c1cccc(NC(=O)c2cc(NC(=O)c3ccccc3)cc(NC(=O)c3ccccc3)c2)c1	-5
Cc1cc(C)cc(C(=O)NC(=S)Nc2cccnc2)c1	-3
CSc1ccc(S(=O)(=O)NCCSC(C)(C)C)cc1	4
O=C(CCC1COc2ccccc2O1)NCC1COc2ccccc2O1 (stereo not drawn)	-1
O=C(NC1=NN(c2ccccc2)CC1)Nc1ccccc1F	-4
CC(C)(C)c1nc2scc(-c3cccs3)c2c(=O)o1	-2
Cc1ccccc1C(=O)NNC1=NCCC1	-2
C[C@H]1CN([C@@H](C)CO)S(=O)(=O)c2ccc(-c3ccc(C#N)cc3)cc2O[C@H]1CN(C)C(=O)CN(C)C	4
Nc1c(NCCC2=CCCCC2)c(=O)[nH]c(=O)n1Cc1ccccc1	-3
O=C(CN1C(=O)C2C3C=CC(C3)C2C1=O)NCCc1ccccc1 (stereo not drawn)	0
CCOC(=O)N1CCN(C(=O)CSc2nnc(-c3ccc(C(C)(C)C)cc3)o2)CC1	1
COc1ccc(Cl)cc1NC(=O)NCCN1CCCCC1	1
CCOc1cc(/C=N/NC(=O)Nc2ccccc2)ccc1O	1
CCC(=O)N1CCc2cc(Br)c(S(=O)(=O)NCCCN(C)Cc3ccccc3)cc21	5
CN(C)c1ccc(-c2sc(Nc3ccccc3)n[n+]2-c2ccc(F)cc2)cc1	-4
COc1ccccc1Cc1c(-c2ccc(C#N)cc2)nc2ccc(C)cn12	-1
CCOc1cc(C(=O)NCc2ccccc2)ccc1OCC(=O)N1CCOCC1	1
CC1(C)NC(=O)N(CC(=O)N2CCN(c3ccc([N+](=O)[O-])cc3)CC2)C1=O	-2
Next section.
SMILES	TbREL1 inh
Cc1ccc(S(=O)(=O)N2CCN(c3ccc4nnc(-c5ccccc5)n4n3)CC2)cc1	-1
CN(c1ccc(OCC(=O)OCC(=O)Nc2ccc(OC(F)F)cc2)cc1)S(=O)(=O)c1cccs1	2
Cc1c(Cl)c([N+](=O)[O-])nn1CC(=O)N1CCN(C23CC4CC(CC(C4)C2)C3)CC1	-6
O=C(CCNC(=O)c1ccccc1Cl)NCCC1=CCCCC1	0
Cc1cccc(NC(=O)CN2CCN(C(=O)CN3C(=O)NC4(CC(C)CC(C)(C)C4)C3=O)CC2)c1C (stereo not drawn)	0
c1ccc(-c2ccnc3nc(N4CCN(c5ccccc5)CC4)nn23)cc1	-3
CCC1(CC)C(=O)C2=C3C1[C@H](C(=O)OC)C=C(C(=O)OC)C[C@H]3[C@H]1C(=O)N(CC(=O)OC)C(=O)[C@H]1[C@H]2C (stereo partly drawn)	-1
O=C(Nc1ccc2c(c1)OCCO2)c1cc2sccc2n1Cc1ccccc1	-2
CCOC(=O)[C@]12CCCC=C1N(Cc1ccc(OC)cc1)C(=O)[C@@H]2CC(=O)NCCCOC	-2
CC(C)c1ccc(NC(=O)NCc2ccccn2)cc1	-1
CC(C)CNC(=O)C(=O)NC1CCCC1	0
CC(C)=CCc1c(C)nc2ccccc2c1C(=O)O	1
COc1ccc(CCNC(=O)Cc2ccc(NS(=O)(=O)c3ccc(F)cc3)cc2)cc1OC	6
CCOC(=O)N1CCC(Nc2c(N3CCN(c4cc(Cl)ccc4C)CC3)c(=O)c2=O)CC1	1
CC(C)CC(=O)NC(=S)Nc1ccc(N2CCOCC2)c(Cl)c1	3
CCCS(=O)(=O)N1CCCC(C(=O)Oc2ccc(C)c(C)c2)C1 (stereo not drawn)	2
COc1ccc(N(Cc2ccccc2)S(=O)(=O)c2cccc(C(=O)O)c2)cc1	-1
O=C(/C=C/Nc1ccccc1)c1cnc(-c2ccccc2)s1	1
COc1ccc(NC(=O)[C@@H]2CCCN2C(=O)[C@@H]2Cc3ccccc3CN2C(=O)OC(C)(C)C)cc1	-1
CCCc1cc(=O)[nH]c(SCC(=O)Nc2nc3ccc(OCC)cc3s2)n1	-2
Cc1cc(OCC(=O)NCc2ccccn2)c2c(C)c(C)c(=O)oc2c1	-1
O=C(Nc1nnc(S(=O)(=O)N2CCCCCC2)s1)c1ccccc1	10
Cc1ccc(NC(=O)Cc2noc3ccccc23)c(C)c1	5
Cc1ccc(N(C(=O)CCCC(=O)Nc2ccccn2)C(C(=O)NC2CCCC2)c2ccc(O)cc2)cc1C (stereo not drawn)	-7
Cc1ccccc1N1CC(c2nc3ccccc3[nH]2)CC1=O (stereo not drawn)	0
Cc1ccc(NC(=O)NCCN2C(=O)C3C4C=CC(C4)C3C2=O)cc1 (stereo not drawn)	-2
O=C(O)C1CCN(Cc2cnn(-c3ccccc3)c2-n2cccc2)CC1	9
COc1ccccc1-c1noc2c1C(=O)N(Cc1cn(-c3ccccc3OC)nn1)CC2	-4
Cc1cc(O)c(Sc2ncn[nH]2)cc1NS(=O)(=O)c1ccc(Cl)cc1	-3
CCOC(=O)CNc1nnc(SCC(=O)OCC)[nH]c1=O	1
Cc1ccc(NC(=O)Cc2nnc(SCC(=O)Nc3nncs3)n2C)c(C)c1	3
COc1ccccc1OCCNC(=O)Nc1ccc(Br)cc1	2
O=C(Cn1nc(C(=O)O)c2ccccc2c1=O)Nc1ccc(F)cc1	0
COC(=O)C1=C(C)N(Cc2ccc(Br)cc2)C(=S)NC1c1ccc(F)cc1 (stereo not drawn)	2
COc1ccc(C2=Nn3c(nnc3-c3ccccc3OC)SC2)cc1OCC1CC1	1
Cc1ccc(C2(C(F)(F)F)NC(=O)N3CCN=C3S2)cc1 (stereo not drawn)	5
CCCCCCC(=O)Nc1c(O)c2ccccc2[nH]c1=O	2
O=C(Nc1cccc(F)c1)c1cccnc1N1CCOCC1	1
COC(=O)CSc1nnc(-c2ccco2)o1	2
COc1ccccc1/C=N/NC(=O)C(=O)Nc1ccccc1OC(F)(F)C(F)F	1
CCOC(=O)C1(CC2CCCCO2)CCN(Cc2ccc(OC)cc2F)CC1 (stereo not drawn)	-3
CCCOc1ccc(N2CC(C(=O)Nc3ccccc3OC)CC2=O)cc1 (stereo not drawn)	-2
O=C(N(c1ccccc1)c1ccccc1)n1ccnc1	3
Cc1cc(Br)cc(C)c1NC(=O)c1ccccc1[N+](=O)[O-]	0
Cc1ccc(-c2nnc(N(C)C(=O)c3cccnc3)s2)cn1	1
O=C(Nc1ccc(N2CCOCC2)c(Cl)c1)c1ccc(Cl)cc1	0
